Screening data from PubChem.
V-ATPase pH = regulators of yeast V-ATPase proton transport | 350,000 compounds, 0.37% hits | response, % at 10 µM | AID 504577 | S. cerevisiae, pHLuorin cytosolic pH fluorescence; in the data active means response mostly above about 7.3%, no sharp cut-off; inactive means mostly below about 5.4%; further: actives read high; inactives centre near 0; some compounds called inactive have numbers as strong as hits; reference of the scale not given here
PvdQ acylase = blocks Pseudomonas aeruginosa PvdQ acylase activity. 340,000 compounds, 0.063% hits. inhibition, % at 10 µM. purified PvdQ acylase, fluorescence plate reader. AID 488965; in the data active means inhibition above about 30%, passing the limit was not always enough;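 further: 0% = vehicle neutral wells and 100% = reference inhibitor wells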
HTR5A inv ctr = inverse agonist of human HTR5A in OPRM1-OPRD1 counter-screen; P47898; HTR5A cell line, luminescence, inverse agonism; inhibition, % at 9.3 µM; 340,000 compounds, 0.083% hits; in the data active means inhibition mostly above about 23%, no sharp cut-off; inactive means mostly below about 18%;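 further: 0% = cells with DMSO and 100% = no-cell wells with DMSO; some compounds called inactive have numbers as strong as hits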
Target sequence (P47898 whole entry, looked up): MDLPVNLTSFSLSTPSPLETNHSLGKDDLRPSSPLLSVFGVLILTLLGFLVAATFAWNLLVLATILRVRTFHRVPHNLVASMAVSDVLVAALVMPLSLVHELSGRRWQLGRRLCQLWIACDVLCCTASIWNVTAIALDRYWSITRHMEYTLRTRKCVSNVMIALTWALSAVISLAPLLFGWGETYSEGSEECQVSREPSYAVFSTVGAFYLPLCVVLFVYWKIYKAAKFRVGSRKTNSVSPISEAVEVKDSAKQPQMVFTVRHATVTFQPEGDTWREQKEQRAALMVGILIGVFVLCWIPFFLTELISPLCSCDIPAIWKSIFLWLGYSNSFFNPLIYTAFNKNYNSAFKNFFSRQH
SR-BI HDL uptake = blocks mouse SR-BI lipid uptake from DiI-HDL; 320,000 compounds, 0.96% hits; ldlA[mSR-BI] CHO cells, DiI-HDL uptake fluorescence, 3 h; inhibition, % at 12.5 µM; Q61009; AID 488896;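 active means mean replicate inhibition of at least 70% and a set share of replicates each scoring 70 or more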;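 further: 0% = median of neutral control wells and 100% = median of positive control wells; values of inactives mirror those of a sister screen read the other way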
Target sequence (Q61009 whole entry, looked up): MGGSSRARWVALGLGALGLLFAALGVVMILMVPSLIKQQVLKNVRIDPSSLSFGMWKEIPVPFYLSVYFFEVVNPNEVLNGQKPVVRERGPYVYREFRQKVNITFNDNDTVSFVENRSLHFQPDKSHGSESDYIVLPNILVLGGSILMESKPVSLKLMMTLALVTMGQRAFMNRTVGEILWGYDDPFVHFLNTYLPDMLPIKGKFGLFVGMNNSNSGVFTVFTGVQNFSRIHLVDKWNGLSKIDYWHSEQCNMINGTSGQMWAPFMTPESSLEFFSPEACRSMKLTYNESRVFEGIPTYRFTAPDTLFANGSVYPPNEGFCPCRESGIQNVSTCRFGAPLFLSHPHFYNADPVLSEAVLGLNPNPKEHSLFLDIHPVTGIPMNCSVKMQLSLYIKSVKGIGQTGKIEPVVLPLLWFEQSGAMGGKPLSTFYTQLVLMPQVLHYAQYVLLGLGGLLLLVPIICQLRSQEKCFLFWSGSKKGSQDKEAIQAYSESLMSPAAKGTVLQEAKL
CDK5 p35 inh = inhibitors of human CDK5/p35 kinase; Recombinant CDK5/p35, ADP-Glo luminescence, 60 min; inhibition, % at 10 µM; 330,000 compounds, 0.01% hits; AID 488839;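 active means highest replicate inhibition of at least 50% and at least 75% of replicates reaching 50%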;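 further: plate controls were DMSO neutral control for no effect and GW8510 at 10 µM for full effect; many of its hits are not listed in these tables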
MITF act = MITF TRPM1 promoter activation in melanoma cells; SK-MEL-5 TRPM1-promoter luciferase, 24 h; % of positive control, neutral wells = 0; activation, % at 12.5 µM; 300,000 compounds, 0.75% hits;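 active means mean activation of at least 80% with every replicate also reaching 80%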;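 further: 0% = neutral control wells and 100% = parthenolide positive control wells; values of inactives mirror those of a sister screen read the other way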
HTR5A ag = counter-screen for OPRM1-OPRD1 agonists: human HTR5A agonism; activation, % at 9.3 µM; HTR5A agonist assay, luminescence, cell-based; 340,000 compounds, 0.61% hits; P47898; in the data active means activation mostly above about 9.5%, no sharp cut-off; inactive means mostly below about 7.6%;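 further: 0% = cells with vehicle only and 100% = reference agonist; strong numbers were not always called active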
Wnt act = activates Wnt/beta-catenin signaling in a reporter cell assay; activator, plate reader; activation, % at 9.35 µM; 300,000 compounds, 1.2% hits; AID 743398; in the data active means activation above about 30%, passing the limit was not always enough;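 further: 0% = neutral control wells and 100% = positive control wells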
dFosB act = enhances mouse delta FosB homodimer DNA binding | P13346 | purified delta FosB, TAMRA-CDK5 oligo fluorescence polarization; percent of positive-control signal above neutral wells | activation, % at 25 µM | 340,000 compounds, 0.99% hits;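 active means mean activation above about 17%, with every replicate also reaching it, limit read from the data, passing the limit was not always enough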;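 further: fluorescence polarization rise as delta FosB binds a TAMRA Cdk5 AP-1 oligo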
NSD2 HMT inh = blocks human histone methyltransferase NSD2. NSD2 peptide methylation, AlphaScreen, 120 min. inhibition, % at 12.5 µM. 310,000 compounds, 0.54% hits. AID 743445; in the data active means inhibition above about 50%
* marks the source's active call; other numbers are inactive results; · = not tested or not shown. Random draw from the library; overall some 5% were active at least once.

SMILES	V-ATPase pH	PvdQ acylase	HTR5A inv ctr	SR-BI HDL uptake	CDK5 p35 inh	MITF act	HTR5A ag	Wnt act	dFosB act	NSD2 HMT inh
Cc1ccc(C(C)C)c(OCCNC(=S)Nc2cccc3ccccc23)c1	0	-3	-8	38	-0.4	-21	9	·	-8	7
CN(C)c1nc(OCC(=O)NC(C)(C)C)nc(N(C)C)n1	-3	-23	-18	15	3.1	20	0	·	-6	-1
CC(=O)c1cccc(OCC(O)CNCCc2ccc(Cl)cc2)c1 (stereo not given)	-1	-5	-15	-16	1.2	10	4	2	-4	23
Cc1ccc(S(=O)(=O)N(CC(O)CN2C(=O)NC(C)(C)C2=O)c2cccc([N+](=O)[O-])c2)cc1 (stereo not given)	-2	-2	-2	-4	1.5	6	1	1	-7	2
COc1cc(OC)cc(C(=O)Nc2ccc(S(=O)(=O)N(C)C)cc2)c1	-5	-13	-3	17	-1.8	5	-4	·	-4	3
CCc1cc2c(cc3c(=O)n(CC(=O)NCCCN4CC(C)CC(C)C4)ncn32)s1 (stereo not given)	6	-9	8	-2	-1.0	·	2	5	-6	·
CCOCc1c(C(=O)Nc2ccc(OC)nc2)oc2ccccc12	0	2	-8	·	1.5	-5	-1	-1	-11	-3
COc1ccc(Oc2ncnc3c2oc2ccc(Br)cc23)cc1	4	-5	1	-12	0.5	19	3	-1	2	·
CC(C)(C)OC(=O)N1CCN(C(=O)Cn2cc(CCO)nn2)CC1	-4	9	-4	-8	-0.1	·	1	-1	12	·
CCOc1ccc(NC(=S)N2CCC(NC(=O)c3ccccc3)CC2)cc1	-1	-11	3	4	0.6	-2	-1	1	1	-1
Cc1ccc(NC(=O)Nc2ccc(Cl)c(Cl)c2)nc1	-3	0	-12	7	0.3	·	3	19	7	-1
COCCC(=O)N1CCCC(C(=O)c2ccc(C(F)(F)F)cc2)C1 (stereo not given)	-3	-11	-1	·	1.8	-4	3	-3	-6	-1
CCN1CCN(S(=O)(=O)c2ccc(Cl)c(C(=O)N(C)Cc3ccccc3)c2)CC1	0	11	-9	12	-1.3	2	4	-2	-10	1
O=C(CSc1ncn[nH]1)N(C1CCCCC1)C1CCCCC1	-4	-45	5	-31	-1.9	-3	-1	0	-4	1
Cc1ccccc1NC(=O)CSc1nc(-c2ccccc2)cc(=O)[nH]1	3	-10	-14	-23	0.6	·	2	0	12	0

Just CDK5 p35 inh, for two of the compounds above:
| Molecule | CDK5 p35 inh |
| --- | --- |
| Cc1ccc(S(=O)(=O)N(CC(O)CN2C(=O)NC(C)(C)C2=O)c2cccc([N+](=O)[O-])c2)cc1 (stereo not given) | 1.5 |
| COc1cc(OC)cc(C(=O)Nc2ccc(S(=O)(=O)N(C)C)cc2)c1 | -1.8 |

Next entries follow.
SMILES	V-ATPase pH	PvdQ acylase	HTR5A inv ctr	SR-BI HDL uptake	CDK5 p35 inh	MITF act	HTR5A ag	Wnt act	dFosB act	NSD2 HMT inh
Cc1nc(SCC(=O)NC2CCS(=O)(=O)C2)c2c3c(sc2n1)CCCC3 (stereo not given)	1	3	17	-5	5.6	4	-7	-4	0	-1
CC(C)CC(NC(=O)CNC(=O)C1O[C@@H]2OC(C)(C)O[C@@H]2[C@H]2OC(C)(C)O[C@@H]12)C(=O)O (stereo not given in full)	-1	-5	3	-16	-0.9	-2	-2	-8	1	1
CC(=O)N1c2ccc(S(=O)(=O)NCCC(=O)NCc3ccc(Cl)cc3)cc2CC1C (stereo not given)	4	17	-23	12	0.1	-6	1	-3	-6	23
O=C(COC(=O)c1ccccc1-n1cnnn1)c1ccccc1	0	-13	-16	14	0.1	7	6	-1	2	0
CC(C)CCn1cnc2c1c(=O)[nH]c(=O)n2Cc1ccccc1	-1	8	-4	-29	-3.0	-7	1	-2	-2	30
CCCN1CCC(=NNc2ccc(S(N)(=O)=O)cc2[N+](=O)[O-])CC1	4	-5	6	-7	0.3	17	-2	0	2	45
CCn1nc(C)c(CN2CCc3c([nH]c4ccccc34)C2C(C)(C)C)c1C (stereo not given)	-1	1	0	-12	0.2	-14	0	-2	-4	-2
O=C(CN1CCCCCC1)NC(c1ccccc1)c1ccccc1	-4	18	-19	-26	-0.3	2	5	-1	-13	0
CC(=O)c1ccc(S(=O)(=O)NC2CCSc3ccccc32)cc1 (stereo not given)	0	-16	-5	·	-0.4	-8	7	-1	-5	-2
COC(=O)c1ccc(NC(=O)C(=O)N2CCN(C(=S)Nc3cccc(OC)c3)CC2)cc1	-6	9	-22	·	1.6	9	7	·	-3	-1
Cc1cc(N2C(=O)C=CC2=O)c([N+](=O)[O-])cc1C	-1	-17	-3	-33	6.3	-29	1	·	-9	·
Cc1c(Cl)cccc1NC(=O)CN1CCN(CCN=CC2=C(O)CC(c3ccccc3)CC2=O)CC1 (stereo not given)	-1	-10	6	31	0.7	-3	-2	-1	-7	2
O=C(c1cccc(Br)c1)N1CCCC1	0	11	5	-15	-0.1	-7	3	·	-4	0
N#Cc1nc(-c2ccc(OCc3ccccc3)cc2)oc1NCCCN1CCOCC1	18	-22	2	18	-1.8	-9	2	·	1	0
O=C(CN1c2cccc3cccc(c23)S1(=O)=O)N1CCN(c2ccc(F)cc2)CC1	-1	-20	1	10	0.4	-2	-1	-2	-6	·

For reference, part of the list above:
SMILES	V-ATPase pH	PvdQ acylase	HTR5A inv ctr	SR-BI HDL uptake	CDK5 p35 inh	MITF act	HTR5A ag	Wnt act	dFosB act	NSD2 HMT inh
Cc1nc(SCC(=O)NC2CCS(=O)(=O)C2)c2c3c(sc2n1)CCCC3 (stereo not given)	1	3	17	-5	5.6	4	-7	-4	0	-1
CC(C)CC(NC(=O)CNC(=O)C1O[C@@H]2OC(C)(C)O[C@@H]2[C@H]2OC(C)(C)O[C@@H]12)C(=O)O (stereo not given in full)	-1	-5	3	-16	-0.9	-2	-2	-8	1	1
CC(=O)N1c2ccc(S(=O)(=O)NCCC(=O)NCc3ccc(Cl)cc3)cc2CC1C (stereo not given)	4	17	-23	12	0.1	-6	1	-3	-6	23
O=C(COC(=O)c1ccccc1-n1cnnn1)c1ccccc1	0	-13	-16	14	0.1	7	6	-1	2	0
CC(C)CCn1cnc2c1c(=O)[nH]c(=O)n2Cc1ccccc1	-1	8	-4	-29	-3.0	-7	1	-2	-2	30
CCCN1CCC(=NNc2ccc(S(N)(=O)=O)cc2[N+](=O)[O-])CC1	4	-5	6	-7	0.3	17	-2	0	2	45
CCn1nc(C)c(CN2CCc3c([nH]c4ccccc34)C2C(C)(C)C)c1C (stereo not given)	-1	1	0	-12	0.2	-14	0	-2	-4	-2
O=C(CN1CCCCCC1)NC(c1ccccc1)c1ccccc1	-4	18	-19	-26	-0.3	2	5	-1	-13	0
CC(=O)c1ccc(S(=O)(=O)NC2CCSc3ccccc32)cc1 (stereo not given)	0	-16	-5	·	-0.4	-8	7	-1	-5	-2
COC(=O)c1ccc(NC(=O)C(=O)N2CCN(C(=S)Nc3cccc(OC)c3)CC2)cc1	-6	9	-22	·	1.6	9	7	·	-3	-1

Other entries.
SMILES	V-ATPase pH	PvdQ acylase	HTR5A inv ctr	SR-BI HDL uptake	CDK5 p35 inh	MITF act	HTR5A ag	Wnt act	dFosB act	NSD2 HMT inh
O=C(O)CCN=CC1=C(O)CC(c2ccccc2)CC1=O (stereo not given)	-4	-7	-4	-5	-3.2	6	-2	-3	5	-1
O=C(NCCc1ccncc1)c1ccc2nc(Cc3cccc(Cl)c3)oc2c1	1	-14	-3	-1	-0.9	-7	1	-3	-10	-2
COc1ccccc1N1CCN(C(=O)Cn2c(=O)oc3cc(S(=O)(=O)N4CCCC4)ccc32)CC1	2	-7	-10	49	-10	·	3	2	-5	·
CC(OC(=O)c1ccc(F)c(S(=O)(=O)N2CCOCC2)c1)C(=O)NC1CCCC1 (stereo not given)	1	-6	-10	-43	-4.9	-3	4	0	-1	7
Cc1ccc(C(C(=O)NC2CCCCC2)N(Cc2ccco2)C(=O)Cn2cnc3ccccc32)cc1 (stereo not given)	-7	8	·	-29	-0.5	-3	·	·	-7	3
Cn1c(N2CCN(C(=O)Nc3ccc(F)cc3)CC2)nc2ccccc21	0	-1	0	26	-0.1	1	3	-3	-2	1
CC(C)(C)c1ccc(NS(=O)(=O)c2ccc(N)cc2)cc1	-2	5	-8	-12	1.0	12	2	5	-9	-2
Cc1cccc(C(=O)N2CCC(=O)N(C(COCc3cccc(C(F)(F)F)c3)Cc3ccccc3)CC2)c1 (stereo not given)	-1	15	-30	24	-0.3	-3	12	-6	-8	·
O=C(Cc1ccc(Cl)cc1)NCCc1c[nH]c2ccccc12	0	-15	14	10	-1.3	·	-4	-1	2	1
N#C/C(=C/N1CCOCC1)c1ccccc1	0	13	-9	11	2.2	13	-1	·	-5	2
CN(C)c1ccc(C=c2c3cc(O)ccc3n3c2cc(-c2ccccc2)[n+]3C)cc1	-1	5	1	61	2.7	-90	0	-5	82*	43
COc1ccc(C(CC(=O)N2CCCC2)c2c(O)cc(OC)cc2OC)cc1 (stereo not given)	1	-16	1	-43	1.6	-2	1	-1	-6	·
Clc1ccc(CN2CCN(/N=C/c3ccco3)CC2)cc1	-1	-16	-7	8	1.2	8	1	-1	1	0
O=C(CN(C(=O)CNC(=O)c1cccs1)c1ccccc1F)NC1CCCC1	5	-11	7	·	-0.7	10	-2	9	-4	-6
COc1ccc(COc2cc(-c3cccc(OC)c3)nc3ccc(N)cc23)cc1	3	-11	-36	38	-0.1	-23	13	-24	-2	·
CCC(C)C(NC(=O)c1ccc(Cl)cc1)C(=O)Nc1cccnc1 (stereo not given)	-3	1	-37	5	-1.2	-1	0	0	-4	24
CCCCn1nc2cc(C(=O)NCc3ccc4c(c3)OCO4)ccc2c1OCC	14	-12	8	-10	-0.1	-9	7	-2	2	·
CC(C)N(CC#CCC(O)(c1ccccc1)c1ccccc1)CCO	-1	-7	·	4	1.0	8	·	-3	-6	1
COc1cccc(NC(=O)CSc2nnc(C3CCCCC3)n2N)c1	1	-5	10	4	0.3	-1	-4	-1	-3	-1
NC(=O)c1ccccc1NC(=O)CC12CC3CC(CC(C3)C1)C2	8	-8	-23	·	-0.8	-11	8	2	-11	-2
Cn1ncc(N=Cc2ccc([N+](=O)[O-])cc2)c1C(=O)Nc1ccccc1	0	1	-3	68	3.0	-28	1	-1	-3	-1
O=C(O)c1cc2c(cn1)[nH]c1ccccc12	0	-19	-10	-14	-1.4	-15	3	0	-3	-1
CC1(C)CC2CC(C)(CN2S(=O)(=O)c2cccc(N)c2)C1 (stereo not given)	2	-8	-15	-10	-1.1	-7	1	-1	-5	-1
CN(C)c1nc(NCc2ccccc2)nc(Oc2ccc(=O)[nH]n2)n1	1	-11	-23	2	-0.9	·	9	-2	1	1
CC(OCC(O)CN(C)CCOc1ccccc1)c1ccc(Cl)cc1 (stereo not given)	-104	-14	-16	-5	-0.4	·	-1	-6	1	4
Cc1ccc(C(=O)N(CC(=O)Nc2ccc(Cl)c(Cl)c2)Cc2ccco2)cc1	-2	1	-7	-10	0.2	0	2	·	4	-2
CN(CCc1ccccn1)C(=O)c1nn2c(C(F)(F)F)cc(-c3ccco3)nc2c1Cl	1	-7	-5	0	0.0	-6	2	·	-6	·
Brc1ccc(-c2ncc3ccccn23)cc1	5	1	21	·	-1.2	29	2	3	-5	-2
CCOC(=O)c1nc(Nc2ccc(C(=O)OC)cc2)c2ccccc2n1	-2	-8	-26	34	-0.7	9	-3	·	-84	·
